# Screening data deposited in PubChem BioAssay by NCI.
# Growth percent in the NCI-60 one-dose screen (48 h, 10 µM unless noted): 100 = growth as untreated, 0 = no growth, -100 = all killed.
# SK-MEL-28 – SK-MEL-28 melanoma | 81,000 tested, 4.1% active | AID 1794761
# UACC-257 – UACC-257 melanoma | 78,000 tested, 4.4% active
# HS 578T – HS 578T breast cancer; 78,000 tested, 4.1% active; AID 1794788
# UACC-62 – UACC-62 melanoma; 81,000 tested, 5.4% active
# MALME-3M – MALME-3M melanoma; 78,000 tested, 5.8% active
# SK-MEL-2 – SK-MEL-2 melanoma; 77,000 tested, 4.7% active; AID 1794763
# BT-549 – BT-549 breast cancer; 78,000 tested, 4.4% active; AID 1794793
# T-47D – T-47D breast cancer; 79,000 tested, 5% active
# Starred values were filed as active, the others as inactive; · = not tested or not shown; & = joins results of further samples. How the source made its calls: active means growth percent below 10; inactive means the rest.
SMILES,SK-MEL-28,UACC-257,HS 578T,UACC-62,MALME-3M,SK-MEL-2,BT-549,T-47D
COc1cc2nc(Cl)nc(Nc3cccc(C4=NN(C(C)=O)C(c5cc(OC)c(OC)c(OC)c5)C4)c3)c2cc1OC (centres undefined),96,98,60,63,78,94,73,59
CCN(CC)CC(O)Cc1ccc(OC)cc1 (centres undefined),116,113,107,111,·,96,121,104
Oc1cccc(Nc2nc(-c3ccccn3)cs2)c1,111,110,·,·,109,·,95,87
O=C(CC1(O)C(=O)N(Cc2ccc(F)cc2)c2ccccc21)c1cccs1 (centres undefined),105,98,·,96,115,105,102,84
COc1ccc(-c2ccn(CC(O)CN3CCOCC3)n2)cc1OC1CCCC1 (centres undefined),113,98,89,88,109,103,90,·
O=C(CCCCCCN1CC(=O)N2[C@@H](c3cccc(F)c3)c3[nH]c4ccccc4c3C[C@H]2C1=O)NO,89,80,93,62,72,99,131,81
O=C1C(Cl)=C(O)C2(Cl)C(Cl)=C(Cl)C12Cl (centres undefined),114&110,98&101,121&110,112&98,109&109,128&107,104&104,104&97
Cc1ccc(C(O)(CNCc2ccccc2)c2ccccc2)cc1 (centres undefined),106,68,99,88,87,87,84,79
COC(=O)Nc1nc2ccc(C(=O)c3cccs3)cc2[nH]1,56,56,21,34,36,·,26,91
N#C/C(=C/c1ccnc2ccccc12)c1ccccc1,107,105,107,89,89,118,88,80
COc1ccc(Nc2nc(SCCC(C)C)nc(-c3ccc(OC)cc3)c2C#N)cc1,98,89,102,80,109,91,94,75
COc1ccc2nc(NC(=O)c3ccc(F)cc3)sc2c1,111,97,115,89,92,144,104,76

# A second format for some results above:
Compound: N#C/C(=C/c1ccnc2ccccc12)c1ccccc1
  SK-MEL-28: 107
  UACC-257: 105
  HS 578T: 107
  UACC-62: 89
  MALME-3M: 89
  SK-MEL-2: 118
  BT-549: 88
  T-47D: 80
Compound: COc1ccc(Nc2nc(SCCC(C)C)nc(-c3ccc(OC)cc3)c2C#N)cc1
  SK-MEL-28: 98
  UACC-257: 89
  HS 578T: 102
  UACC-62: 80
  MALME-3M: 109
  SK-MEL-2: 91
  BT-549: 94
  T-47D: 75
Compound: COc1ccc2nc(NC(=O)c3ccc(F)cc3)sc2c1
  SK-MEL-28: 111
  UACC-257: 97
  HS 578T: 115
  UACC-62: 89
  MALME-3M: 92
  SK-MEL-2: 144
  BT-549: 104
  T-47D: 76

# Next part
SMILES,SK-MEL-28,UACC-257,HS 578T,UACC-62,MALME-3M,SK-MEL-2,BT-549,T-47D
CCCn1c(=S)sc2c1nc(C)n1c(Nc3ccccc3)nnc21,104,75,97,32,65,-0.2*,76,16
O=C1N=c2ccccc2=C/C1=C\c1cc(-c2ccccc2)[nH]c1O,111,103,99,84,103,91,98,74
Cc1sc2c(c1C)C(c1ccc(Cl)cc1)=N[C@@H](CC(=O)NCCCCCNC(=O)COc1ccc(C3CCC(=O)NC3=O)cc1)c1nnc(C)n1-2 (some centres undefined),48,49,25,3.1*,13,13,-0.1*,-11*
COc1ccccc1NCc1cccn1Cc1cccc2ccccc12,97,104,105,89,99,107,78,95
Cc1ccccc1-n1c(C)nc2cc(NS(=O)(=O)c3ccccc3)ccc2c1=O,110,107,97,91,106,98,107,100
CCC(=O)Oc1ccc[nH]c1=O,102,85,130,96,101,88,102,91
Cc1cccc(/C=N\N=C\c2cccc(C)n2)n1,116,98,110,104,85,94,103,·
CCOC(=O)c1c(NS(=O)(=O)c2ccc(C)cc2)sc2c1CCC1(C2)OCCO1,101,96,81,78,114,90,94,81
COc1ccc(-c2c(NC(=O)Nc3ccc(S(N)(=O)=O)cc3)cnn2-c2ccc(S(N)(=O)=O)cc2)cc1,113,90,99,100,109,102,105,88
O=C1CC(C(F)(F)F)=NN1C(=O)c1nn(-c2ccc(Cl)cc2)cc1O,115,111,106,96,146,97,·,85
Cc1ccc(-c2nnc(N3c4ccccc4C=Cc4ccccc43)o2)cc1,98,105,87,79,113,107,98,96
CC1CNC(=S)O1 (centres undefined),115,79,101,93,108,101,108,92

# A different layout for part of the listing above.
Structure	SK-MEL-28	UACC-257	HS 578T	UACC-62	MALME-3M	SK-MEL-2	BT-549	T-47D
COc1cc2nc(Cl)nc(Nc3cccc(C4=NN(C(C)=O)C(c5cc(OC)c(OC)c(OC)c5)C4)c3)c2cc1OC (centres undefined)	96	98	60	63	78	94	73	59
CCN(CC)CC(O)Cc1ccc(OC)cc1 (centres undefined)	116	113	107	111	·	96	121	104
Oc1cccc(Nc2nc(-c3ccccn3)cs2)c1	111	110	·	·	109	·	95	87
O=C(CC1(O)C(=O)N(Cc2ccc(F)cc2)c2ccccc21)c1cccs1 (centres undefined)	105	98	·	96	115	105	102	84
COc1ccc(-c2ccn(CC(O)CN3CCOCC3)n2)cc1OC1CCCC1 (centres undefined)	113	98	89	88	109	103	90	·
O=C(CCCCCCN1CC(=O)N2[C@@H](c3cccc(F)c3)c3[nH]c4ccccc4c3C[C@H]2C1=O)NO	89	80	93	62	72	99	131	81
O=C1C(Cl)=C(O)C2(Cl)C(Cl)=C(Cl)C12Cl (centres undefined)	114&110	98&101	121&110	112&98	109&109	128&107	104&104	104&97
Cc1ccc(C(O)(CNCc2ccccc2)c2ccccc2)cc1 (centres undefined)	106	68	99	88	87	87	84	79
COC(=O)Nc1nc2ccc(C(=O)c3cccs3)cc2[nH]1	56	56	21	34	36	·	26	91
N#C/C(=C/c1ccnc2ccccc12)c1ccccc1	107	105	107	89	89	118	88	80
COc1ccc(Nc2nc(SCCC(C)C)nc(-c3ccc(OC)cc3)c2C#N)cc1	98	89	102	80	109	91	94	75
COc1ccc2nc(NC(=O)c3ccc(F)cc3)sc2c1	111	97	115	89	92	144	104	76
CCCn1c(=S)sc2c1nc(C)n1c(Nc3ccccc3)nnc21	104	75	97	32	65	-0.2*	76	16
O=C1N=c2ccccc2=C/C1=C\c1cc(-c2ccccc2)[nH]c1O	111	103	99	84	103	91	98	74
Cc1sc2c(c1C)C(c1ccc(Cl)cc1)=N[C@@H](CC(=O)NCCCCCNC(=O)COc1ccc(C3CCC(=O)NC3=O)cc1)c1nnc(C)n1-2 (some centres undefined)	48	49	25	3.1*	13	13	-0.1*	-11*
COc1ccccc1NCc1cccn1Cc1cccc2ccccc12	97	104	105	89	99	107	78	95
Cc1ccccc1-n1c(C)nc2cc(NS(=O)(=O)c3ccccc3)ccc2c1=O	110	107	97	91	106	98	107	100
CCC(=O)Oc1ccc[nH]c1=O	102	85	130	96	101	88	102	91
Cc1cccc(/C=N\N=C\c2cccc(C)n2)n1	116	98	110	104	85	94	103	·
CCOC(=O)c1c(NS(=O)(=O)c2ccc(C)cc2)sc2c1CCC1(C2)OCCO1	101	96	81	78	114	90	94	81

# Carrying on.
SMILES,SK-MEL-28,UACC-257,HS 578T,UACC-62,MALME-3M,SK-MEL-2,BT-549,T-47D
CCOC(=O)c1[nH]c(C)nc1/N=N/N(C)C,106,·,101,94,107,100,107,103
COc1cc(C=O)ccc1OCc1ccccc1,98&113,101&84,102&97,93,86&118,111&88,93&83,109&112
CCOC(=O)CC1(C)NCCS1 (centres undefined),111,100,100,92,108,·,104,109
O=C1CC=C(Nc2ccc(C(=O)Nc3cccc(Cl)c3Cl)cc2)N=N1,87,87,63,48,103,88,84,53
CCOC(=O)C1=C(c2ccccc2)N=C2Sc3c(-c4ccc(Br)cc4)nc(N)nc3N2C1c1cc(OC)c(OC)c(OC)c1 (centres undefined),98,108,73,87,93,105,89,85
COc1ccccc1Nc1nc(-c2ccc(O)cc2)nc2n[nH]c(Nc3ccccc3)c12,77,70,62,29,62,43,51,34
c1cncc(CNNc2ncnc3ccccc23)c1,105,115,104,96,101,128,126,109
O=C(O)c1ccc(-n2cc(CNc3cccc(Cl)c3)c(-c3ccc(F)cc3)n2)cc1,101,97,106,74,83,96,108,92
N#CCC(=O)c1ccccc1[N+](=O)[O-],117,98,108,108,97,101,102,97
Cc1onc(-c2c(F)cccc2Cl)c1C(=O)OCc1c(F)cccc1Cl,99,91,96,75,80,·,111,78
CCOC(=O)c1ccc2c(c1)ncn2-c1ccc(NC(C)=O)cc1,106,119,90,107,119,112,99,100
S=C(NCCNC(=S)[S][Sn]([c]1ccccc1)([c]1ccccc1)[c]1ccccc1)[S][Sn]([c]1ccccc1)([c]1ccccc1)[c]1ccccc1,-99*,-100*,-15*,-64*,-70*,-93*,-79*,-76*
C[C@]12CCC(=O)C=C1[C@@H](O)C[C@@H]1[C@@H]2[C@@H](O)C[C@@]2(C)[C@H]1CC[C@]2(O)C(=O)CO,117,94,114,109,97,98,108,98
COc1ccc(C2CC(c3ccc(OC)cc3OC)=NN2c2ccc(S(N)(=O)=O)cc2)cc1 (centres undefined),125,77,103,77,123,95,77,64
O=C(/C=C/c1ccc(Cl)cc1)c1ccccc1,113,102,126,·,·,102,104,92
Cc1cc(Cl)ccc1NC(=O)Oc1ccc(C#N)cc1,110,97,93,102,97,120,103,98
O=C(Nc1ccccc1)C1CN(Cc2ccc([N+](=O)[O-])cc2)CCS1 (centres undefined),107,90,89,65,103,86,102,89
COC(=O)c1ccc2c(c1)nc(-c1cc3ccccc3[nH]c1=O)n2-c1ccc(Cl)cc1,63,78,86,51,82,85,85,86
O=S(=O)(c1ccccc1)n1nccn1,102,97,105,97,96,103,82,105
CCOc1nc(-c2ccccc2)cc2c(O)c(C(=O)O)[nH]c(=O)c12,138,61,104,110,·,95,108,98
CC1=[N+](CCN(C)C)[B-](F)(F)OC(c2ccccc2)=C1,101,93,91,96,93,103,79,122
N=C1/C(=C2\Nc3ccccc3S2)CC(=O)N1c1ccc(C(N)=O)cc1,121,119,176,108,125,98,137,91
Cc1coc(NS(=O)(=O)c2ccc(N=Nc3c(N)n(C)c(=O)n(C)c3=O)cc2)c1C,115,98,107,106,90,100,101,106
Oc1ccc(C=NCCN=Cc2ccc(O)cc2)cc1,111,101,83,98,93,100,77,·
O=[N+]([O-])c1cccnc1Sc1ccccc1C1=NCCCN1,115,97,123,105,115,·,108,102
COc1c(Cl)c2c(c(OC)c1OC)-c1ccc(SC)c(=O)cc1[C@@H](NC(=O)OCC(F)(F)F)CC2,63,71,12,34,35,46,5.3*,43
COCC1(c2nc3ccc(Cl)cc3c(-c3ccccc3)c2-c2nn[nH]n2)CCCC1,112,99,97,99,101,103,93,87
CCCCCCCOC(C)=O,101,94,101,103,115,110,130,92
COc1ccc(CCNC(=O)C(=O)[C@H](Cc2ccccc2)NC(=O)c2oc3cc(OC)ccc3c(=O)c2C)cc1,107,99,111,76,114,113,124,92
COC(=O)c1ccc2c(c1)NC(c1cc3ccccc3[nH]c1=O)c1c(n[nH]c1C(C)(C)C)N2 (centres undefined),114,108,104,109,99,101,96,91
Cc1[nH]c(/C=C/C(=O)c2ccc(C(F)(F)F)c(F)c2)c(C)c1C(=O)NC1CCCCC1,109&104,108&110,107&109,91&89,98&104,107&106,97&110,93&102
COc1ccc(Cl)cc1NC(=O)OCCCl,113,113,102,93,95,99,92,92
COc1ccc(-c2nn(-c3ccccc3)cc2/C=c2/sc3nc(-c4ccoc4C)nn3c2=O)cc1,108&100,105&95,104&103,99&89,99&95,123&101,119&94,97&102
Cc1cccc(NC(=O)c2sc3nc4c(cc3c2N)CCC4)c1C,58,55,29,29,46,26,62,64
CCC(N)CO (centres undefined),107,108,97,104,94,97,115,·
CN(C)c1ccc2[nH]c3c(C(=O)O)cc(=O)c(=O)c=3oc2c1,120,109,96,103,136,109,99,104
COc1ccc(-c2nnc(CNc3ccc(F)c(Cl)c3)o2)cc1OC,108,90,101,99,108,94,104,103
Oc1ccc(Cl)cc1/C=C1/CCc2cc3cc(Cl)ccc3[o+]c21,121,106,105,92,103,95,101,77
C=CCOC(=O)NC(CCC(=O)O)C(=O)O (centres undefined),109,102,·,102,109,113,100,119
CC1(C)[C@H](O)CC[C@]2(C)[C@@H]1CC[C@@]13C[C@H](CC[C@H]12)[C@]1(CO1)C3,108,110,101,95,113,104,115,101
O=C1c2ccccc2C(=O)N1c1ncnc2nc[nH]c12,106,101,102,99,108,107,123,92
CCOc1ccc2cc(S(=O)(=O)O)ccc2c1N,108,116,·,104,110,117,·,94
CC1(C)C(=O)COC1=O,114,79,104,·,95,91,102,93
O=CN1N=C(c2ccc(F)cc2)CC1c1cccc(Nc2ccnc3cc(C(F)(F)F)ccc23)c1 (centres undefined),82,49,73,53,68,54,44,26
CCOC(=O)c1sc(SSc2nc(C)c(C(=O)OCC)s2)nc1C,109,92,117,92,124,104,111,86
Cc1ccc(S(=O)(=O)Nc2ccccc2)cc1N,100,92,·,91,133,87,50,101
Cc1ccccc1NC(=O)n1c(=O)cc(C)c2ccc(O)cc21,111,108,94,99,102,122,110,107
CCOC(=O)c1coc(C(=O)OCC)c1C(=O)OCC,117,112,117,112,116,126,119,117
NC(=S)N/N=C(/c1ccccc1)c1ccc2nc(-c3ccc(Cl)cc3)[nH]c2c1,97,87,102,86,89,102,126,71
Cc1oc(-c2ccc(Cl)cc2)nc1/C=C/C(=O)c1ccc(F)cc1,99,97,93,86,97,103,91,79
NS(=O)(=O)c1ccc(CCn2c(SCC(=O)N/N=C/c3ccc([N+](=O)[O-])cc3)nc3ccccc3c2=O)cc1,97,101,71,61,96,81,67,67
